Bioassay records as filed in PubChem.
CHRM1 antagonist = blocks human M1 muscarinic receptor; CHO-K1 hM1, Fluo-8 calcium fluorescence, ACh EC80 antagonist; hit rate 1.3% among 360,000; P11229; inhibition, % at 3 µM; AID 588852;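 active means percent inhibition above its own plate's cutoff, namely the mean of that plate's compound wells plus 3 SD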;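 further: peak over basal fluorescence ratio during 140 s after agonist addition; 0% = ACh EC80 plus DMSO and 100% = DMSO alone without agonist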
Target sequence (P11229 whole entry, looked up): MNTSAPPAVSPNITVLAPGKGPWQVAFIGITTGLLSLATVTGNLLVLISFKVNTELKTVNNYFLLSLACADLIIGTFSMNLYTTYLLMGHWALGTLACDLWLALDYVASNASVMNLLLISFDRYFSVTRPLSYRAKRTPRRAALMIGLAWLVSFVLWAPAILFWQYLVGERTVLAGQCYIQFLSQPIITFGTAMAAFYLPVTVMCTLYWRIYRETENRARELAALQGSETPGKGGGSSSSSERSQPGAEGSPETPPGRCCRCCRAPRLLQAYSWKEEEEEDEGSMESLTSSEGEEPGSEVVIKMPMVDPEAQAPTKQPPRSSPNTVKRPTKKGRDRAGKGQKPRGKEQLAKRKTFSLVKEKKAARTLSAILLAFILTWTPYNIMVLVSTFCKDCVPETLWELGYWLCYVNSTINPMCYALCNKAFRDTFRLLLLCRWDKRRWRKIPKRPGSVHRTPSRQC
TAAR1 antag = human TAAR1 antagonism | CHO RD-HGA16 TAAR1, Fluo-8 calcium fluorescence, antagonist | AID 624466 | Q96RJ0 | hit rate 1.5% among 360,000 | inhibition, % at 3 µM;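 active means inhibition above a per-plate cutoff, the mean inhibition of test compounds on that plate plus 3 SD, cut at about 49% in these data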;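 further: 0% = DMSO plus EC80 beta-PEA response and 100% = DMSO alone without agonist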
Target sequence (Q96RJ0 whole entry, looked up): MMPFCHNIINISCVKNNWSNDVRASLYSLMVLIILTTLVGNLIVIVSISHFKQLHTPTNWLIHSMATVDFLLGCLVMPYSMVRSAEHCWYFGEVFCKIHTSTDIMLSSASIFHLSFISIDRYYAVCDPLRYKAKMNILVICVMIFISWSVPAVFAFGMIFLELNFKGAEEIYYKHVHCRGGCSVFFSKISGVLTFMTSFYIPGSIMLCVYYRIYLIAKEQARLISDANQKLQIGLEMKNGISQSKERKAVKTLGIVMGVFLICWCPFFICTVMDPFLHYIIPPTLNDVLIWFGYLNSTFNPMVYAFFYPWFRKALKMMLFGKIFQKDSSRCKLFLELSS
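Test system: CHO RD-HGA16 cells bearing hTAAR1 | Reagent: β-PEA, EC80 | Compound dosing: 3 µM, single point | Schedule: Dye loading 75 min at 37 °C, then 30 min room temperature | Signal: Calcium fluorescence with Fluo-8 | Evaluation: Percent inhibition of PEA-evoked calcium signal, max/basal emission ratio | Control set: DMSO-only wells and EC80 β-PEA-stimulated wells | Repeats: Singlicate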
TAAR1 ag = human TAAR1 agonism; activation, % at 3 µM; Q96RJ0; hit rate 0.99% among 360,000; CHO RD-HGA16 TAAR1, Fluo-8 calcium fluorescence; vehicle wells 0%, saturating PEA agonist 100%;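 active means activation above the mean activation of all test compounds in the run plus 3 SD, cut at about 38% in these data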
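Test system: RD-HGA16 (CHO) cells co-expressing Gα16 and hTAAR1 | Doses: Single dose, 3 µM | Schedule: 17-24 h seeding, 75 min 37 °C dye, 30 min RT | Evaluation: % activation from peak over basal fluorescence ratio, DMSO-to-PEA scaled | Technique: Kinetic Fluo-8 calcium fluorescence | Benchmarks: Low control DMSO, high control PEA (EC100)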
CHRM1 agonist = activates human CHRM1 receptor | P11229 | CHO-K1 hM1, Fluo-8 calcium fluorescence, agonist mode; 0% DMSO, 100% acetylcholine EC100 | activation, % at 3 µM | hit rate 0.33% among 360,000 | AID 588814;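 active means activation above the run's mean compound activation plus 3 SD, cut at about 16% in these data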;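 further: peak over basal fluorescence ratio within a 140 s kinetic read after compound addition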
CHO-K1 Ca antag = M1 antagonist counterscreen hit in parental CHO-K1 cells; ATP-induced calcium, Fluo-8 fluorescence; inhibition, % at 3 µM; hit rate 0.6% among 360,000;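 active means inhibition above a per-plate cutoff, the plate's mean sample inhibition plus 3 SD, cut at about 24% in these data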;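 further: 0% = DMSO plus EC80 ATP and 100% = DMSO alone without ATP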
M1 PAM parental = counter-screen for M1 PAMs: effect in parental CHO-K1 cells | ATP EC20, Fluo-8 calcium fluorescence; 0% at ATP EC20, 100% at ATP max | activation, % at 3 µM | hit rate 0.02% among 360,000;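 active means activation above the run cutoff, the mean activation of all test compounds plus 3 SD, cut at about 40% in these data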;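 further: peak over basal fluorescence ratio in a 140 s read after ATP addition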
CHRM1 PAM = positive allosteric modulators of human M1 muscarinic receptor; activation, % at 3 µM; CHO-K1 hM1, Fluo-8 calcium fluorescence, ACh EC20; 0% = ACh EC20, 100% = maximal ACh; hit rate 0.088% among 360,000; P11229; in the data active means activation above about 19%, passing the limit was not always enough
CHO parental Ca = counter-screen for OX1R antagonists: effect in parental CHO cells. parental CHO-K1, ATP-induced calcium, Fluo-8 fluorescence. AID 463079. inhibition, % at 5.6 µM. hit rate 0.63% among 330,000;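 active means inhibition above that plate's mean sample inhibition plus 3 SD, cut at about 26% in these data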;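 further: 0% = ATP-challenged DMSO wells and 100% = DMSO wells without ATP; some compounds past the cut are filed as inactive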
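test system = CHO parental line | reagent = ATP stimulus | measured by = intracellular calcium via Fluo-8 no-wash fluorescent dye | control set = ATP and no-ATP DMSO wells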
CHO-K1 Ca ag = nonselective activator or artifact in parental CHO-K1 cells. Fluo-8 calcium fluorescence; scaled to maximal ATP response, vehicle zero. AID 602248. activation, % at 3 µM. hit rate 0.48% among 360,000; in the data active means activation above about 15%;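 further: untransfected CHO-K1 host cells lacking M1 receptor as counterscreen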
Starred values were filed as active, the others as inactive; . = no result given.

molecule	M1 PAM parental	CHO-K1 Ca antag	CHRM1 PAM	TAAR1 antag	TAAR1 ag	CHO-K1 Ca ag	CHRM1 antagonist	CHO parental Ca	CHRM1 agonist
Cc1cc(C(=O)N2CCC3(CC2)OCCO3)no1	10	2	9	-5	1	0.6	-8	0	0
COC(=O)C1=C(c2ccc(Cl)c(C(F)(F)F)c2)C[C@@H]2CC[C@H]1N2C(=O)NCC1CC1	7	-5	-2	2	-1	-1.3	-3	-25	-8
Cc1nn(Cc2ccccc2)c(Cl)c1C(=O)OCC(=O)Nc1cccc2ccccc12	8	-9	-4	5	2	-0.1	-7	-10	-2
Clc1cc(Cl)c(-c2cc(Cl)c(Cl)cc2Cl)cc1Cl	-3	-8	-1	-7	0	-0.3	-11	-5	-3
O=C(O)c1[nH]c(=O)[nH]c(=O)c1F	18	-14	5	-18	-2	0.4	-2	-1	-2
CN(C(=O)Cc1ccc2c(c1)OCO2)C1CCCN(Cc2ccccc2F)C1 (stereo not given)	13	0	-27	-3	0	0.6	46*	-24	-7
CC(C)Oc1cc(-n2c(=S)[nH]c3ccccc3c2=O)c(Cl)cc1Cl	-11	15	-9	26	6	0.8	10	15	-5
O=NN(CCF)C(=O)NC1CCC(=O)NC1=O (stereo not given)	0	-13	.	-3	1	0.6	.	.	.
N=C1c2ccccc2CN1c1ccc(F)c([N+](=O)[O-])c1	16	-19	6	-11	0	0.4	-6	-5	-6
Cc1ccc2c(c1)C1CN(C)CCC1N2C(=O)Cc1cccs1 (stereo not given)	-4	12	0	-16	-2	-0.2	5	-1	-8
O=C(c1cc(F)ccc1F)C1CCCN(Cc2cccc(Cl)c2)C1 (stereo not given)	-13	-8	-8	-9	5	-0.4	20	-28	-5
Cc1nc2ccccn2c1P(=S)(N1CCCCC1)N1CCCCC1	10	5	8	-12	11	-0.6	-30	-18	-5
CCNC(=S)N(C)CCc1cc2c(c(OC)c1C=C1C(=O)N(C)C(=O)N(C)C1=O)OCO2	21	-5	3	-25	4	1.4	-6	-9	0
COC(=O)C1=C(c2ccccc2OCc2ccccc2)C[C@@H]2CC[C@H]1N2C(=O)NCc1ccc(F)cc1	8	-8	-5	38	2	-0.4	13	-35	-9
O=P(OCC(F)(F)C(F)F)(N1CCOCC1)N1CCOCC1	17	-7	0	3	4	0.5	-22	7	-1
CC12CN3CC(C)(CN(C1)C3c1cccs1)C2=O (stereo not given)	-10	-17	2	-22	2	1.5	2	-3	-3
C=C[C@@]12CN(C)[C@H]3[C@H]1[C@@]1(C(=O)Nc4ccccc41)C1CC2[C@@H]3CO1	13	-2	-7	-4	1	0.6	-11	-12	-4
c1ccc([C@@H]2CO2)cc1	18	-4	2	.	.	0.0	-22	-8	-3
N#C/C(=C\c1ccc(O)cc1)C(=O)O (tested in a mixture with another compound)	3	7	0	0	35	-0.3	-17	.	2
COc1ccc(CCNCc2ccccn2)cc1OC	-10	-6	-3	-1	15	-0.3	8	1	-4
COc1ccccc1CN1CCCCC1c1cccnc1 (stereo not given)	8	-13	-2	3	3	0.3	5	-7	-10
CC(C)(C)C(=O)Cn1c(NCCCl)nc2ccccc21	25	-7	13	-20	4	0.6	-9	-1	-12
COC(=O)C1=C(c2ccc(OC(F)(F)F)cc2)C[C@@H]2CC[C@H]1N2C(=O)NCCO	20	-12	3	9	2	0.7	0	0	-6
O=P1(NC2CCCC2)COc2ccccc2OC1	12	-9	12	11	1	-0.1	-10	-4	0
Cc1cc(=O)oc2cc(OCC(=O)N3CCN(Cc4ccc5c(c4)OCO5)CC3)ccc12	4	-9	22	-2	1	0.6	-10	-9	-2

One compound at a time (already shown). Screens in order: M1 PAM parental	CHO-K1 Ca antag	CHRM1 PAM	TAAR1 antag	TAAR1 ag	CHO-K1 Ca ag	CHRM1 antagonist	CHO parental Ca	CHRM1 agonist
Shown for Cc1cc(=O)oc2cc(OCC(=O)N3CCN(Cc4ccc5c(c4)OCO5)CC3)ccc12 → 4	-9	22	-2	1	0.6	-10	-9	-2
Shown for O=NN(CCF)C(=O)NC1CCC(=O)NC1=O (stereo not given) → 0	-13	.	-3	1	0.6	.	.	.

The listing continues.
molecule	M1 PAM parental	CHO-K1 Ca antag	CHRM1 PAM	TAAR1 antag	TAAR1 ag	CHO-K1 Ca ag	CHRM1 antagonist	CHO parental Ca	CHRM1 agonist
CCOC(=O)c1c(C)[nH]c(C(=O)C(Cc2ccccc2)N(C)C)c1C (stereo not given)	8	-30	-5	8	7	0.5	1	-20	-9
COc1ccc(-n2nnnc2C(c2cccc3ccccc23)N2CCC(n3c(=O)[nH]c4ccccc43)CC2)cc1 (stereo not given)	14	15	-1	40	3	2.7	103*	.	-1
COc1ccccc1OCC(=O)Nc1ccc(Cl)cc1C(=O)c1ccccc1	5	-6	5	19	10	-0.4	-5	-28	-6
C=CC12CN(C)[C@@H]3C4CO[C@H](C[C@H]41)[C@]1(C(=O)Nc4ccccc41)[C@@H]32 (stereo not given in full)	6	0	-4	-1	0	0.0	-3	0	-4
CCCCc1nc2ccccc2c(=O)n1-c1ccc(O)cc1	16	-7	-1	9	4	1.3	0	-13	-4
COc1ccc(C2=NS(=O)(=O)N(C)C(C(=O)N3CCC4(CC3)OCCO4)=C2)cc1OC	23	-19	4	-13	2	1.3	-6	-6	-2
CCOC(=O)C1SC2(C(F)(F)F)CC1(O)c1c(C)cc(C)nc1O2 (stereo not given)	24	-10	7	-26	13	0.0	-10	-14	-3
CC(C)CN1Cc2cc(-c3cccc(F)c3)ccc2-n2nncc2C1	8	10	5	-19	4	0.0	3	.	4
CCOCCCN=Cc1c(O)n(Cc2ccccc2)c(=O)[nH]c1=O	23	-11	1	-4	4	1.9	-4	-2	-3
COC(=O)C1=C(c2cc3ccccc3s2)C[C@@H]2CC[C@H]1N2C(=O)N1CCC(O)CC1	5	-10	-1	8	13	0.6	0	-2	-4
Cc1ccccc1-n1c(O)c(C=Nc2ccc3c(c2)OCO3)c(=O)[nH]c1=O	10	-25	-12	30	13	5.7	14	-20	0
C=CCn1c(=O)c(C=Nc2cccnc2Cl)c(O)n(CCCC)c1=O	25	-11	8	-4	5	1.8	-8	-11	-4
Cc1cc(C)cc(OCCOc2cccc(C=C3C(=O)NC(=O)NC3=O)c2)c1	21	-6	14	1	1	0.5	-26	3	-4
COc1ccc(CNCC(=O)N2CCC3(CC2)OCCO3)cc1	14	-17	7	6	2	1.0	-12	3	-6
O=c1[nH]c(O)c(N=Nc2ccc(SC(F)F)cc2)c(=O)[nH]1	15	-8	8	-18	0	8.8	-11	-1	-2
CC12CCC(=O)CC1CCC1C2C(=O)CC2(C)C1CCC2(C)O (stereo not given)	-23	21	2	-13	2	4.7	-5	.	-8
COc1ccc(CCn2c(O)c(C=NC3CC3)c(=O)[nH]c2=O)cc1OC	8	0	11	14	2	1.1	-14	-5	0
CCOc1cc(C2NCc3ccccc3-n3cccc32)ccc1OC (stereo not given)	8	-7	-12	2	4	11	6	-17	-7
O=C(c1ccc(N2CCCCCC2)c([N+](=O)[O-])c1)N1CCC2(CC1)OCCO2	-11	-4	4	5	6	0.8	8	5	-4
CCOc1ccc(CNCCc2ccc3c(c2)OCO3)cc1	23	-12	-9	-18	12	2.3	12	-16	-11
COC(=O)CSC1=NN1c1cc(C)nc(N)n1	-10	-8	15	-24	4	0.1	-16	1	3
CCOC(=O)CC1c2ccccc2-n2nncc2CN1C (stereo not given)	-6	0	7	12	0	0.3	-9	.	-3
COc1ccc(C(=O)C2CCCN(Cc3cccc(C)n3)C2)c(OC)c1 (stereo not given)	25	-21	-23	-16	1	4.6	46*	-8	-7
CCC(C)(C)n1nnnc1CN1CCC(n2c(C)nc3cc(C(F)(F)F)ccc32)CC1	3	15	8	6	9	-0.4	-3	-17	0
O=P(/C(=N/O)N1CCOCC1)(N1CCOCC1)N1CCOCC1	17	-3	1	5	13	0.1	-18	-5	-1
CCOCCCn1c(N)c(C(=O)Nc2sc3c(c2C(=O)OC)CCCC3)c2nc3ccccc3nc21	0	-6	-13	64*	21	6.6	23	-6	-3
CCN1/C(=C\C=C\C2=[N+](CC)c3ccccc3C2(C)C)C(C)(C)c2ccccc21	-24	94*	-20	.	.	313*	96*	100*	388*
CCC(=NCc1cc(OC)cc(OC)c1)c1c(O)n(C)c(=O)n(C)c1=O	1	-6	-13	11	14	2.9	15	-6	1
CC(C)(C)C(=O)N1Cc2cc(-c3ccccc3)ccc2-n2nncc2C1	7	7	-4	-14	4	2.4	4	.	-5
C[C@]12CCC3[C@@H](CCC4=CC(=O)CC[C@@]43C=O)C1CCC2=O (stereo not given in full)	-7	-7	9	-7	0	0.9	0	1	-1
c1cc2c(cc1N1CCCCC1)C1CC2CCN1 (stereo not given)	20	-15	-13	-5	3	0.5	14	.	-11
COc1ccc(C(C)=O)cc1CC(C(=O)c1ccc(Br)cc1)N(C)C (stereo not given)	2	4	12	1	0	-0.3	1	-22	-8
Clc1ccc(OCC#CCN2CCCCCC2)cc1	12	-14	-22	18	4	0.9	49*	-14	-6
CCOC(=O)c1cc(C)sc1/N=C/C1C(=O)NC(=S)NC1=O	27	-13	24	-1	1	0.2	-17	4	1
COC12C(COC(N)=O)C3=C(C(=O)C(C)=C(N)C3=O)N1CC1C2N1C (stereo not given)	10	1	5	-3	0	0.1	-11	-6	1
C#C[C@]1(O)CCC2C3CC=C4C[C@H](O)CC[C@]4(C)C3CC[C@@]21C (stereo not given in full)	26	-20	5	7	3	4.7	-13	.	2
Cc1cc(/C=C2/C(=O)NC(=O)N(c3ccc(Br)cc3)C2=O)c(C)n1C	-8	3	8	-14	-1	-0.4	-6	-5	-4
O=[N+]([O-])c1ccc(CN2CC=C(c3ccccc3)CC2)cc1	10	-13	0	.	.	0.0	-3	-6	-12
COc1cccc(OCC(=O)N2CCN(C)CC2)c1	2	-14	-1	-13	2	0.2	-2	-2	-6
COC(=O)C1=C(c2ccc3ccccc3c2)C[C@@H]2CC[C@H]1N2C(=O)NCCCOC(C)C	3	8	12	5	2	-1.1	-24	-21	-6
COC(=O)C1=C(c2ccc(OCc3ccccc3)cc2)C[C@@H]2CC[C@H]1N2C(=O)NCCN1CCOCC1	4	-17	2	6	11	1.2	-9	-24	-10
CC(=NCc1ccco1)c1c(O)n(Cc2ccccc2)c(=O)[nH]c1=O	11	1	0	-5	17	0.8	3	-8	0
CN1C(=O)C(=Cc2ccc(N3CCOCC3)o2)C(=O)N(C)C1=S	22	-4	9	-15	8	3.8	-5	-1	-3

This is a subset (hit frequency here may not be typical).
